Rac1 wt modul: human Rac1 wildtype GTP binding, inhibitors and activators. P63000. GST-Rac1 beads, fluorescent GTP binding, flow cytometry; actives lie on both sides; 0 = cold GTP competed, 100 = untreated. GTP binding activity (% of control), % at 10 µM. 0.27% of 190,000 active. AID 757;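 active = GTP binding activity at least 20 points away from the 100% control level, either lower or higher; inconclusive = compound flagged as likely green fluorescent, judged across all proteins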
Pf gametocyte: inhibitors of late stage P. falciparum gametocyte viability. 0.065% of 150,000 active. inhibition, % at 10.9 µM. P. falciparum stage V gametocytes, ATP luminescence, 24 h;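 active = inhibition above the mean plus 3 SD of compounds within the control limits, set per campaign, cut at about 38% in these data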;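 note: 0% = DMSO wells and 100% = medium only without gametocytes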
Rac1 mut GTP: human Rac1 activated mutant GTP binding change; 0.11% of 190,000 active; P63000; GST-Rac1 activated beads, fluorescent GTP binding, flow cytometry; actives lie on both sides; 100% means binding = to untreated wells; percent activity (GTP binding), % at 10 µM;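 active = GTP binding at least 20 percentage points away from the 100% baseline, in either direction, so actives lie on both sides; inconclusive = Compound likely fluorescent itself, or too few beads counted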
HRas wt GTP bind: human HRas wildtype GTP binding, change in either direction; GTP binding activity, % at 10 µM; 0.14% of 190,000 active; GST-Ras wt beads, Bodipy-FL-GTP binding, flow cytometry; actives lie on both sides; P01112;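 active = GTP binding activity at least 20% away from the 100% baseline, either lowered as inhibitor or raised as activator; inconclusive = flagged as likely green fluorescent, judged across all proteins in the well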;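 note: 0% = unlabeled GTP competition control and 100% = no-compound control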
Target sequence (P01112 whole entry, looked up): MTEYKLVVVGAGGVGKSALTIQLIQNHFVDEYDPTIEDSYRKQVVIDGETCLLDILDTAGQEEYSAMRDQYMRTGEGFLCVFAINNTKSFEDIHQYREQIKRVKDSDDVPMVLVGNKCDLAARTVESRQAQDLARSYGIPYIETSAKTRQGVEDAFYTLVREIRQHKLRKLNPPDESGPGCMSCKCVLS
ABCB1 inh: inhibitors of human ABCB1 transporter, ABCG2 counter-screen; CCRF-Adr cells, JC-1 efflux, flow cytometry; inhibition, % at 6.6 µM; 0.067% of 190,000 active; AID 1326; in the data active = inhibition above about 40%;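 note: 0% = vehicle and 100% = reference inhibitor; higher value means more JC-1 retained so stronger ABCB1 efflux block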
Mcl1-Noxa inh: Mcl-1/Noxa interaction inhibition; Q07820; TR-FRET Mcl-1/Noxa peptide binding, 2 h; inhibition, % at 21.7 µM; 1.5% of 220,000 active; AID 1022;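 active = compounds that cut the protein-peptide binding signal by more than 50% relative to plate controls in a single-dose test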;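 note: His-tagged Mcl-1 with rhodamine Noxa BH3 peptide and terbium anti-His antibody; 0% = Mcl-1 plus Noxa peptide wells and 100% = peptide-only wells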
Target sequence (Q07820 whole entry, looked up): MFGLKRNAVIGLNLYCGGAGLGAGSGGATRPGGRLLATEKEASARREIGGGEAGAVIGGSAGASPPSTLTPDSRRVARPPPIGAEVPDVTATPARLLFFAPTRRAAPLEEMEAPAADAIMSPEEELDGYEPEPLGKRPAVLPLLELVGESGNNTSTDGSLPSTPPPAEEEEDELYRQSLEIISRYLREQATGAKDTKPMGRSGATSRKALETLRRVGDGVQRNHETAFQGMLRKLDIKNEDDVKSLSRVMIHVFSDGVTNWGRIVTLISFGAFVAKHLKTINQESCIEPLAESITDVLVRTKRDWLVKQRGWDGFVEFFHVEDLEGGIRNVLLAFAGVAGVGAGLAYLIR
Avidin bead fluor: compound fluoresces at 488/530 nm on avidin beads; AID 1775; fluorescence (KMESF) at 10 µM; compound fluorescence 488/530 nm, flow cytometry; active compounds read high; 0.38% of 220,000 active; in the data active = fluorescence above about 47; note: inactives centre near 10
Rab2 wt GTP: changes GTP binding to wildtype dog Rab2A, up or down | P61105 | GST-Rab2 wt beads, Bodipy-GTP binding, flow cytometry | GTP binding activity, % at 10 µM | 0.19% of 190,000 active;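 active = GTP binding activity at least 20 points away from 100%, either lowered or raised; inconclusive = signal likely due to the compound's own green fluorescence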;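 note: 0% = beads with excess unlabeled GTP and 100% = no-compound control corrected for plate trend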
ABCG2 inh: blocks JC-1 efflux by human ABCG2 transporter | 0.1% of 190,000 active | Q9UNQ0 | AID 1325 | IgMXP3 cells, flow cytometry | inhibition, % at 6.6 µM;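 active = inhibition above 80%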;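 note: 0% = DMSO and 100% = nicardipine control wells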
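Test system: IgMXP3 (ABCG2) plus far-red-tagged CCRF-Adr (ABCB1) cells. Reagent: JC-1 dye as substrate. Timing: 10 min exposure at 25 °C with rotation, no wash. Measured by: flow cytometric JC-1 green MFI at 530 nm. Read-out: percent efflux inhibition, scaled nicardipine 100% to DMSO 0%. Control set: nicardipine and DMSO wells.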
Rab7 wt modul: alters GTP binding to wildtype dog Rab7; GST-Rab7 beads, fluorescent GTP binding, flow cytometry; actives lie on both sides; untreated = 100%, excess cold GTP = 0%; GTP binding activity (percent of control), % at 10 µM; 0.055% of 190,000 active; AID 758;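 active = fluorescent GTP binding to Rab7 beads changed by at least 20 points from the 100% baseline, either direction, mostly lower; inconclusive = compound itself probably fluorescent, or too few beads counted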;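 note: median green fluorescence of bound Bodipy-FL-GTP per Rab7 bead population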
Cdc42 wt GTP: modulators (inhibitors or activators) of GTP binding to human Cdc42 wildtype | P60953 | GST-Cdc42 beads, Bodipy-GTP binding, flow cytometry; actives lie on both sides | percent activity (GTP binding), % at 10 µM | 0.2% of 190,000 active | AID 761;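 active = percent activity GTP binding at least 20 points away from the 100% baseline, either down as inhibitor or up as activator; inconclusive = compound flagged as likely green fluorescent from well-wide comparison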;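 note: median bead fluorescence of bound Bodipy-FL-GTP at 100 nM; 0% = excess unlabeled GTP control and 100% = no compound control; below 100% means less GTP binding so inhibitor and above means activator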
Target sequence (P60953 whole entry, looked up): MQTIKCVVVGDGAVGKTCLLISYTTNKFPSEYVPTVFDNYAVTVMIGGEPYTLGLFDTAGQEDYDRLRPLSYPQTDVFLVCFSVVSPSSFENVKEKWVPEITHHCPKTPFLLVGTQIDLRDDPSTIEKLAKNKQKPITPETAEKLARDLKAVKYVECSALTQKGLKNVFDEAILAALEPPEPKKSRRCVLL
* hit, by the source's call; ? = inconclusive; . = no result given.

SMILES	Rac1 wt modul	Pf gametocyte	Rac1 mut GTP	HRas wt GTP bind	ABCB1 inh	Mcl1-Noxa inh	Avidin bead fluor	Rab2 wt GTP	ABCG2 inh	Rab7 wt modul	Cdc42 wt GTP
CCOC(=O)c1[nH]c2ccc(OC)cc2c1NS(=O)(=O)c1ccc(OC)cc1OC	93	9	95	94	0.2	14	2	94	0	93	96
CCn1c2c(c3cc(OCC(C)C)ccc31)CCCC2=O	103	2	98	100	0.0	-8	5	99	3	101	100
O=C(COC(=O)c1ccccc1NC(=O)c1ccccc1)c1cccc([N+](=O)[O-])c1	101	7	98	99	6.2	0	7	96	22	101	98
CCOc1ccc(S(=O)(=O)Nc2cc(Sc3ncn[nH]3)c3oc(=O)sc3c2)cc1	103	.	96	96	-1.0	23	9	95	-11	99	97
O=C(COC(=O)C1COc2ccccc2O1)NC(=O)NC1CCCCC1 (centres undefined)	100	.	96	98	0.0	6	20	98	0	97	101
COC(=O)CSc1ccc(S(=O)(=O)N2CCOCC2)cc1[N+](=O)[O-]	100	0	98	97	1.0	8	9	95	27	96	103
CC1CCCCC1NC(=O)CN1C(=O)CSc2cc(S(=O)(=O)N3CCCCCC3)ccc21 (centres undefined)	106	2	98	101	1.1	0	12	102	-6	98	104
CCP(=O)(CC)C(C)(C)CP(=O)(c1ccccc1)c1ccccc1	105	.	101	99	1.2	-10	24	98	4	97	103
Cc1ccccc1C(=O)c1c[nH]c(C(N)=O)c1	106	20	102	102	-0.1	3	21	101	22	100	100
COc1cc(NC(C)=O)c2ncccc2c1[N+](=O)[O-]	102	-6	101	101	.	-8	7	100	8	97	103
CC1CC2(C)CC(C)C1(COC(=O)Nc1ccccc1)CO2 (centres undefined)	97	.	96	93	1.0	-7	10	96	8	95	95
C=CCn1c(SCC(=O)N2CCc3ccccc3C2)nc2sc(CC)cc2c1=O	103	2	97	99	4.8	6	8	97	22	102	99
CC(Sc1nnnn1C)C(=O)Nc1ccc(Oc2ccccc2)cc1 (centres undefined)	105	-9	101	101	1.1	-9	16	101	10	100	102
CCN(CC)P1(=O)OC(c2cc(OC)c(OC)c(OC)c2)=Nc2c1c(C)nn2-c1ccccc1 (centres undefined)	103	.	101	100	11	18	12	100	20	104	98
Cc1sc2ncnc(OCC(=O)N3CCN(S(=O)(=O)c4ccc(Cl)cc4)CC3)c2c1C	95	-1	94	94	2.8	5	17	94	3	96	96
Cc1nc(=O)cc(-c2ccccc2)n1-c1ccccc1	103	2	100	100	0.7	12	28	100	7	99	103
CCCCCOc1ccc(CSCCNC(=S)Nc2ccccc2)cc1	100	-17	99	100	0.6	11	6	101	21	100	99
O=C(/C=C/c1ccco1)NC(=S)Nc1ccc(N2CCCC2)cc1	105	-18	100	100	0.0	27	4	98	15	96	105
COc1ccc(C(=O)OCC(=O)N2CCCC2=O)c(OC)c1	94	.	92	94	-0.5	-3	9	96	2	103	93
CC1CCCCN1S(=O)(=O)c1ccc(S(=O)(=O)N2CCN(c3ccc(F)cc3)CC2)cc1 (centres undefined)	96	.	94	96	0.7	-6	12	96	1	96	97
COC(=O)c1sccc1NC(=O)Nc1cccc(F)c1	?	-1	?	?	0.0	28	9	?	9	?	?
COc1cc2c(cc1OC)C(C(=O)Nc1cc(OC)c(OC)c(OC)c1)C(c1cccnc1)N(C)C2=O (centres undefined)	101	-41	97	97	-0.2	33	7	99	4	98	99
CC(=O)c1c(O)cc(=O)n(-c2ccccc2)c1-c1cccc2ccccc12	94	16	92	101	-0.2	7	10	97	0	99	98
CC(=O)Nc1ccc(S(=O)(=O)NC2(C(F)(F)F)NC(=O)N(C3CCCCC3)C2=O)cc1 (centres undefined)	96	5	97	98	0.6	1	15	99	1	94	99
Cc1cc(C(=O)OCC(=O)NCCc2ccccc2)c(C)o1	103	.	100	102	0.1	-3	4	102	1	105	102
O=C(c1cc(-c2ccc3c(c2)OCO3)on1)N1CCOCC1	107	-3	99	103	0.1	-18	19	102	1	101	104
COc1ccc(C(c2nnnn2Cc2ccccc2)N2CCN(c3nc4ccccc4s3)CC2)cc1OC (centres undefined)	104	.	98	100	9.1	25	4	100	0	98	99
CC(CC(=O)Nc1cccc(Cl)c1)c1ccccc1 (centres undefined)	105	7	100	102	0.8	-3	6	98	22	104	101
COc1ccccc1-n1cnc2c(c1=O)c1nc3ccccc3nc1n2-c1ccc(C)cc1	105	2	99	101	2.5	9	13	96	2	100	100
Cc1c(Cl)cccc1-c1ccc(C(=O)N2CCN(c3ccc([N+](=O)[O-])cc3)CC2)o1	102	.	96	99	1.6	1	12	99	32	103	97
CC(=O)OC(C(=O)NC1CCCCC1)c1ccc(C)cc1 (centres undefined)	108	0	102	103	0.5	15	6	102	1	98	106
CN(CCO)Cc1csc2ccc(Br)cc12	96	4	97	100	0.5	-4	9	98	3	98	100
Cc1cccc(C)c1NC(=O)NC1(C(=O)NCCCN2CCOCC2)CCCCC1	108	.	100	103	0.6	3	7	101	8	103	104
Cc1ccc(-c2ccc(CCC(=O)O)n2NC(N)=S)cc1	105	-21	102	99	-1.3	12	16	102	-11	102	103
Cc1ccc(NC(=O)CCC(=O)NNS(=O)(=O)c2ccccc2)cc1C	101	9	98	100	2.5	7	18	100	2	101	99
CCOC(=O)c1[nH]c2c(c1-c1ccccc1)C(=O)CC(c1ccc(OCC)cc1)C2 (centres undefined)	101	.	95	98	0.9	2	6	97	17	97	99
CCCOc1ccc(/C(O)=C2\C(=O)C(=O)N(CCCOC)C23C(=O)N(C)c2ccccc23)cc1 (centres undefined)	96	.	96	96	-0.1	-9	4	98	-2	94	97
CCOC(=O)c1c(-c2cccs2)csc1NC(=O)CSc1ncn[nH]1	106	.	97	100	-0.1	6	7	99	0	100	98
CCCCCCCC(=O)NN=C1CCN(Cc2ccccc2)CC1	106	18	99	101	0.4	1	15	102	12	99	101
COc1ccc(S(=O)(=O)N2CCOCC2)cc1NC(=O)Cc1ccc(Cl)c(Cl)c1	102	-5	98	96	-0.5	7	3	98	1	95	97
COc1ccc(C)cc1S(=O)(=O)N(CC(=O)N1CCCC1)c1ccccc1	96	.	93	99	0.5	-3	13	96	10	100	95
O=C(NC1CSC/C1=N\O)c1ccccc1 (centres undefined)	109	21	101	105	0.1	19	35	103	1	105	105
Cc1c(Cl)c([N+](=O)[O-])nn1CC(=O)NCC(C)C	102	3	98	98	-0.4	-2	15	99	0	99	98
Cc1sc2nc(SCC(N)=O)n(-c3ccccc3)c(=O)c2c1C	95	-11	93	95	0.4	6	10	96	0	93	93
COC(=O)c1ccccc1NC(=O)Nc1ccc(Cl)cn1	94	.	96	95	-0.1	-8	10	98	11	95	92
O=C(O)C1CC=CCC1C(=O)Nc1cccc(C(=O)N2CCCCC2)c1 (centres undefined)	100	.	96	98	-0.1	12	8	99	1	99	98
CCOC(=O)C(NC(=O)N(C)C)(Nc1sc(C)c(CC)c1C#N)C(F)(F)F (centres undefined)	104	.	100	100	-0.8	42	3	98	-2	95	102
COC(=O)c1sc2ncn(CC(=O)NCCc3ccc(OC)c(OC)c3)c(=O)c2c1C	99	-10	96	98	0.1	13	10	98	2	100	98
CCOC(=O)c1ccc(Nc2nc(C)cc(C)c2C#N)cc1	99	.	96	99	0.4	11	38	97	2	99	99
CCCn1c(=O)c2ccccc2n2c(SCc3nnc(-c4ccccc4Br)o3)nnc12	98	30	95	97	1.2	23	6	97	5	98	96
Cc1ccc(S(=O)(=O)NCc2ccc(C(=O)N3CCN(Cc4ccccc4)CC3)cc2)cc1	103	.	101	102	1.5	-9	13	101	12	101	105
CC1CCCN(C(=O)c2ccc(CNc3c(N4CCCCC4)c(=O)c3=O)cc2)C1 (centres undefined)	97	.	96	97	0.5	8	7	97	0	96	96
O=C(Cn1c(=S)[nH]c2ncccc2c1=O)NCCc1ccccc1	97	.	93	95	-0.2	11	12	100	-3	99	99
COc1cc(Nc2nc3ccccc3n3nnnc23)cc(OC)c1OC	100	.	101	101	2.9	0	7	102	4	104	101

Molecules above that have two or more sulfur atoms (9):
SMILES	Rac1 wt modul	Pf gametocyte	Rac1 mut GTP	HRas wt GTP bind	ABCB1 inh	Mcl1-Noxa inh	Avidin bead fluor	Rab2 wt GTP	ABCG2 inh	Rab7 wt modul	Cdc42 wt GTP
CCOc1ccc(S(=O)(=O)Nc2cc(Sc3ncn[nH]3)c3oc(=O)sc3c2)cc1	103	.	96	96	-1.0	23	9	95	-11	99	97
COC(=O)CSc1ccc(S(=O)(=O)N2CCOCC2)cc1[N+](=O)[O-]	100	0	98	97	1.0	8	9	95	27	96	103
CC1CCCCC1NC(=O)CN1C(=O)CSc2cc(S(=O)(=O)N3CCCCCC3)ccc21 (centres undefined)	106	2	98	101	1.1	0	12	102	-6	98	104
C=CCn1c(SCC(=O)N2CCc3ccccc3C2)nc2sc(CC)cc2c1=O	103	2	97	99	4.8	6	8	97	22	102	99
Cc1sc2ncnc(OCC(=O)N3CCN(S(=O)(=O)c4ccc(Cl)cc4)CC3)c2c1C	95	-1	94	94	2.8	5	17	94	3	96	96
CCCCCOc1ccc(CSCCNC(=S)Nc2ccccc2)cc1	100	-17	99	100	0.6	11	6	101	21	100	99
CC1CCCCN1S(=O)(=O)c1ccc(S(=O)(=O)N2CCN(c3ccc(F)cc3)CC2)cc1 (centres undefined)	96	.	94	96	0.7	-6	12	96	1	96	97
CCOC(=O)c1c(-c2cccs2)csc1NC(=O)CSc1ncn[nH]1	106	.	97	100	-0.1	6	7	99	0	100	98
Cc1sc2nc(SCC(N)=O)n(-c3ccccc3)c(=O)c2c1C	95	-11	93	95	0.4	6	10	96	0	93	93

Screening data: PubChem BioAssay, several laboratories
